AmpC inh det: blocks E. coli AmpC beta-lactamase in presence of detergent | P00811 | purified AmpC, nitrocefin hydrolysis with detergent | Potency, µM (highest dose often 28.7 µM), without a hit: at the top dose activity change, negative = inhibition | 0.09% of 71,000 active | AID 584; active means well fitted curve in the direction sought with a large enough effect
Target sequence (P00811 whole entry, looked up): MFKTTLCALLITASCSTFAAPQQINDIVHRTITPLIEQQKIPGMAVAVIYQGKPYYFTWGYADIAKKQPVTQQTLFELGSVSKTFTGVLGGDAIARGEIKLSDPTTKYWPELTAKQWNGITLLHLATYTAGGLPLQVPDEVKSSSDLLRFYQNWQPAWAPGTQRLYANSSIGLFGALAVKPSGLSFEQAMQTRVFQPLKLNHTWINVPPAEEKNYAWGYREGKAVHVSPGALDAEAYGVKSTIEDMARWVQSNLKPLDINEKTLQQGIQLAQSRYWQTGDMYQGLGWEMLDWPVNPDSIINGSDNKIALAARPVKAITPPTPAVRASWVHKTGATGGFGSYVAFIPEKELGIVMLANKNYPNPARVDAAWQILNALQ
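E. coli AmpC (5.3 nM) in 20 mM phosphate pH 7.0 with 0.01% Triton X-100, preincubated 15 min RT with compound; nitrocefin (2 uL of 800 uM stock) hydrolysis followed by 480 nm absorbance every 20 s over 4 min.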
Starred values were filed as active, the others as inactive; [ ] = another dose, or the depositor's remark. On the % scale 0 is the no-effect control and ±100 the full control effect; potency means the concentration at half of the fitted maximal effect. This is a subset; count on the stated rates, not on these rows.

The opening 2 records, ahead of the listing:
SMILES	AmpC inh det
CCOC(=O)N1CCN(C(=O)C2CC(=O)N(c3ccc(OC)cc3)C2c2ccc(OC)cc2)CC1 (stereo not drawn)	-4%
COc1cccc(N(CC(=O)Nc2cccc(F)c2)S(C)(=O)=O)c1	-3%

Main list, previewed entries included:
SMILES	AmpC inh det
CCOC(=O)N1CCN(C(=O)C2CC(=O)N(c3ccc(OC)cc3)C2c2ccc(OC)cc2)CC1 (stereo not drawn)	-4%
COc1cccc(N(CC(=O)Nc2cccc(F)c2)S(C)(=O)=O)c1	-3%
O=C(Nc1ccncc1)C1(c2ccccc2)CCCC1	14%
CCOC(=O)C1CCCN(C(=O)CN2CCN(Cc3ccc(Cl)cc3)C2=O)C1 (stereo not drawn)	-5%
COCCn1cc(C(=O)NCc2cccs2)c2c3ccccc3n(C)c2c1=O	9%
O=C(C1CCC(Cn2c(=O)[nH]c3ccccc3c2=O)CC1)N1CCN(c2ccccc2)CC1 (stereo not drawn)	25%
CCC(C)(C)n1nnnc1C(c1ccc2ncccc2c1)N1CCN(c2nc3ccccc3s2)CC1 (stereo not drawn)	2%
N#Cc1c(N2CCCC2)nc(N)c2c(N)nc(N3CCCC3)cc12	8%
Cc1cc(C)n(-c2ncnc3sc4c(c23)CCCC4)n1	12%
CCc1nnc(NC(=O)c2cccc(C(=O)Nc3nnc(CC)s3)n2)s1	-4%
O=C(Nc1ccc(Cl)c(C(F)(F)F)c1)C1CCCN(S(=O)(=O)c2cnc[nH]2)C1 (stereo not drawn)	-9%
O=P(O)(CCc1ccncc1)CN1CCCCC1	11%
COc1ccc2nc(NS(=O)(=O)c3ccc(NC(C)=O)cc3)sc2c1	11%
CC1(N2CCOCC2)CC2(O)C(=[N+]1[O-])CCc1c2no[n+]1[O-] (stereo not drawn)	7%
Cn1c(C(=O)N2CCN(Cc3ccc4c(c3)OCO4)CC2)cc2sccc21	9%
COc1ccc(-c2nnc(SCC(=O)Nc3ccccc3)n2C)cc1	-2%
Cc1ccc(CNC(=O)C2CCC(=O)N2C2CCCCC2)cc1 (stereo not drawn)	-2%
CN(C)c1ccc(C(=O)OCC(=O)NC2CCCCC2)cc1	1%
O=S(=O)(c1ccc(-n2cnnn2)cc1)N(C1CCCCC1)C1CCCCC1	-4%
O=C(Cn1cc2c(n1)CCCC2)NCc1cccs1	3%
CC(C)c1ccc(NC(=O)C2CC(=O)N(C(C)C)C2)cc1 (stereo not drawn)	-3%
On1onc2c3cc(-c4ccccc4)nc3ccc21	-4%
COc1ccc(C(=O)N2CCC[C@@]3(CCN(CC(C)C)C3)C2)cc1	1%
CCOC(=O)C1CCN(C(=O)CSc2n[nH]c(=O)[nH]c2=O)CC1	1%
COc1cc(CNc2ccc(N3CCOCC3)c(C(=O)O)c2)ccc1OCC(N)=O	-2%
Following part:
SMILES	AmpC inh det
N#Cc1ccccc1-c1ccc2ncnc(NCc3cccs3)c2c1	4%
COc1ccccc1CNC(=O)c1nnc(Cc2ccc(Cl)cc2)o1	10%
COc1ccc(S(=O)(=O)NCCC(=O)NC(C)c2ccccc2)cc1 (stereo not drawn)	-2%
O=c1c2cnn(-c3ccc(F)cc3)c2ncn1Cc1cccnc1	10%
CCCC(=O)Nc1ccc(OCC(=O)OC)cc1	-2%
O=C(Cc1ccccc1)NC(NCCCN1CCOCC1)(C(F)(F)F)C(F)(F)F	1%
O=C(NC1CCc2ccccc21)C1CCN(S(=O)(=O)c2ccc(-n3cnnn3)cc2)CC1 (stereo not drawn)	0%
COc1cccc(C2C(C(=O)c3ccco3)=C(O)C(=O)N2CCCN2CCOCC2)c1OC (stereo not drawn)	-1%
C=CCOC(=O)c1ccccc1C(=O)OCC=C	9%
O=C(NCCC1=CCCCC1)C1CCCN(S(=O)(=O)c2ccc(F)cc2)C1 (stereo not drawn)	-2%
CCN1CCN(c2ncnc3c2sc2nc(N4CCOCC4)c4c(c23)CCC4)CC1	0%
COC(=O)[C@@]1(Cc2ccccc2)[C@H]2c3cc(C(=O)N(C)C)n(C[C@H](O)CO)c3C[C@H]2CN1C(=O)c1ccccc1	-4%
CC(C)NC(=O)c1ccc(CS(=O)(=O)c2ccc(Br)cc2)o1	6%
CC(C)Oc1ccc(-c2cc(=O)[nH]c(=O)[nH]2)cc1	-3%
CCOC(=O)Cc1csc(SCC(=O)Nc2cccc(C#N)c2)n1	-2%
C=CCn1c(COC)nnc1SCC(=O)c1ccc(F)cc1	-6%
Cc1ccc(C(c2nnnn2CCc2ccccc2)N2CCSCC2)cc1 (stereo not drawn)	4%
COCCN(C(=O)C1CC1)c1nnc(-c2cccc(C)c2)s1	-5%
CCOc1ccc(NC(=O)c2cccnc2C(=O)O)cc1	-2%
COc1ccccc1OCC(=O)NCc1cccs1	0%
CC(=O)n1nc2nc(C)cc(C)c2c1N	1%
CC1CCCC(NC2CCCCNC2=O)C1 (stereo not drawn)	0%
O=C(CN1C(=O)COc2ccccc21)N(Cc1cccnc1)Cc1ccccc1F	10%
CN(C)Cc1cc(CCNC(=O)c2ccc(Cl)cc2)ccc1O	-2%
O=C1c2ccccc2C(=O)N1CCCn1c(=O)oc2ccccc21	-6%
Other compounds follow:
SMILES	AmpC inh det
COC(=O)c1ccc(C(NC(=O)OCc2ccccc2)/C(C)=C/[C@@H](C)C(=O)NCc2cc(F)cc(F)c2)cc1 (stereo partly drawn)	18%
COc1cc(C2=NOC(C(=O)NCc3ccc(F)cc3)C2)cc(OC)c1OC (stereo not drawn)	-4%
O=C(O)CCC(=O)c1ccc[nH]1	-5%[5.75 µM]
Cc1nc(N2CCC3(CC2)OCCO3)c2nnn(Cc3ccccc3F)c2n1	4%
CCOC(=O)N1CCN(Cc2c(F)cccc2Cl)CC1	3%
CC1=CS/C(=C(/C#N)C(=O)N2CCOCC2)N1c1ccccc1	3%
CCOC(=O)Nc1ccc(C)cc1Br	3%
CC(=O)Nc1nonc1C(=O)N1CCC(C)CC1	-1%
C[C@H](N)C(=O)OC(C)(C)Cc1ccc(Cl)cc1	2%
COc1cc2[nH]c(=O)n(CCC(=O)N3CCN(c4cc(Cl)ccc4C)CC3)c(=O)c2cc1OC	-2%
CCOC(=O)Cc1csc(NC(=O)CSc2nnc(C(C)C)n2CC)n1	-5%
C=CCNc1oc(-c2ccc(OC)cc2)nc1C#N	-6%
Cc1cc(C)nc(NC(=O)Cc2cccs2)n1	8%
COc1ccc(Cn2c(-c3ccco3)nc3oc4cc(OC)ccc4c(=O)c3c2=O)cc1	-3%
O=C1c2cccnc2C(=O)N1C1CCCCC1	2%
CC1CN(Cc2nc3c(c(=O)n(C)c(=O)n3C)n2CCN2CCOCC2)CC(C)O1 (stereo not drawn)	1%
CN1[C@H](CC(=O)c2ccccc2)CCC[C@H]1C[C@H](O)c1ccccc1	-1%
Cc1ccc(-c2nc3ncccn3c2Nc2ccc3c(c2)OCCO3)o1	-8%
CC1=C(C(=O)OC(C)C)C(c2ccccn2)n2ncnc2N1 (stereo not drawn)	14%
Cc1ccc(S(=O)(=O)Cn2nnnc2C(c2ccccc2)N2CCN(c3ncccn3)CC2)cc1 (stereo not drawn)	12%
CS(=O)(=O)N1CCN(C(=O)C2c3ccccc3Oc3ccccc32)CC1	1%
Cc1sc2nc3n(c(=O)c2c1C)CCCS3	-3%
COc1ccc(S(=O)(=O)N(C)CC(=O)N2CCC(C(N)=O)CC2)cc1Cl	0%
CN1CCN(CCC(=O)Nc2cccc(F)c2)CC1	-7%
CCCS(=O)(=O)N1CCC(C(=O)NC2CCCCC2C)CC1 (stereo not drawn)	-2%
Continued:
SMILES	AmpC inh det
COc1cccc(-n2cnc3scc(-c4cccs4)c3c2=O)c1	-3%
O=C(CSc1nnc(-c2ccco2)n1Cc1ccco1)N1CCOCC1	-1%
CCc1nnc(NC(=O)CSc2nnc(-c3ccco3)n2CC)s1	-2%
O=C(c1ccco1)N1CCC[C@@]2(CCN(C(c3ccccc3)c3ccccc3)C2)C1	-6%
O=C(O)c1cccc(C(=O)O)n1	12%
CCn1c(SCC(=O)N2CCN(c3ccccc3F)CC2)nnc1-c1ccoc1C	-1%
COc1ccc(-c2ccc(-c3noc(-c4ccccc4F)n3)c(OC)n2)cc1	-2%
O=C(CCNS(=O)(=O)c1cccc2nsnc12)NC1CCCc2ccccc21 (stereo not drawn)	-2%
COc1ccc(N2C(=O)CSC2c2ccc3c(c2)OCO3)cc1 (stereo not drawn)	-2%
COC(=O)[C@@]1(Cc2ccc(OC)cc2)[C@H]2c3cc(C(=O)N4CCCC4)n(CCc4ccc(O)c(O)c4)c3C[C@H]2CN1C(=O)c1ccccc1	-1%
CC(C)(C)c1cc(C(=O)N2CCN(c3ncccn3)CC2)ccn1	-3%
Cc1ccc2ccccc2c1	9%
Cc1ccc(NC(=O)Cn2nc(C)cc2C)cc1	29%
Cn1c(-c2ccco2)nc2cc3ccccc3cc21	-4%
O=C(c1ccc(CS(=O)(=O)c2ccc(Br)cc2)o1)N1CCCC1	15%
Cc1ccc2c(c1)C(O)(CC(=O)c1ccc3c(c1)OCO3)C(=O)N2 (stereo not drawn)	-1%
COC(=O)c1cc(-c2ccc(Br)cc2)n[nH]1	-5%
O=C(CC(c1ccccc1)c1cc(Br)ccc1O)NCCN1CCOCC1 (stereo not drawn)	-2%
N#Cc1cc2c(nc1SCC(=O)N1CCCCC1)CCCC2	8%
CCCOC(=O)c1ccc(NC(=O)C2C3C=CC(O3)C2C(=O)O)cc1 (stereo not drawn)	5%
CCOC(=O)C1=C(C)Nc2nc(SC)nn2C1c1ccc(C(=O)OC)cc1 (stereo not drawn)	-2%
CC1CN(c2cc(=O)n(Cc3ccc(F)cc3)c(=O)[nH]2)CC(C)O1 (stereo not drawn)	13%
CCC[C@@H]1C[C@@]1(CCC)C(NC(=O)c1ccccc1)c1cccc(Cl)c1 (stereo partly drawn)	2%
Cc1nc2nc3c(c(=O)n2[nH]1)CCC3	0%
CN(C)c1cc[n+](Cc2ccccc2)cc1	-6%

16 entries from above, arranged by molecular weight, largest number first.
SMILES	AmpC inh det
O=C(CCNS(=O)(=O)c1cccc2nsnc12)NC1CCCc2ccccc21 (stereo not drawn)	-2%
O=C(c1ccco1)N1CCC[C@@]2(CCN(C(c3ccccc3)c3ccccc3)C2)C1	-6%
O=C(c1ccc(CS(=O)(=O)c2ccc(Br)cc2)o1)N1CCCC1	15%
CCOC(=O)C1=C(C)Nc2nc(SC)nn2C1c1ccc(C(=O)OC)cc1 (stereo not drawn)	-2%
O=C(CSc1nnc(-c2ccco2)n1Cc1ccco1)N1CCOCC1	-1%
CCC[C@@H]1C[C@@]1(CCC)C(NC(=O)c1ccccc1)c1cccc(Cl)c1 (stereo partly drawn)	2%
COc1cccc(-n2cnc3scc(-c4cccs4)c3c2=O)c1	-3%
CC1CN(c2cc(=O)n(Cc3ccc(F)cc3)c(=O)[nH]2)CC(C)O1 (stereo not drawn)	13%
COc1ccc(N2C(=O)CSC2c2ccc3c(c2)OCO3)cc1 (stereo not drawn)	-2%
CC(C)(C)c1cc(C(=O)N2CCN(c3ncccn3)CC2)ccn1	-3%
N#Cc1cc2c(nc1SCC(=O)N1CCCCC1)CCCC2	8%
COC(=O)c1cc(-c2ccc(Br)cc2)n[nH]1	-5%
Cn1c(-c2ccco2)nc2cc3ccccc3cc21	-4%
Cc1ccc(NC(=O)Cn2nc(C)cc2C)cc1	29%
CN(C)c1cc[n+](Cc2ccccc2)cc1	-6%
Cc1ccc2ccccc2c1	9%

Carrying on.
SMILES	AmpC inh det
Cc1nc2nc[nH]n2c(=O)c1NC(=O)CC12CC3CC(CC(C3)C1)C2	0%
CC1CN(c2cc(=O)n(-c3ccccc3)c(=O)[nH]2)CC(C)O1 (stereo not drawn)	9%
O=C(NC1CCCCC1)C1CC(O)CN1C(=O)OCc1ccccc1 (stereo not drawn)	1%
O=C(NC(c1ccccc1)c1ccccc1)C1CCCN(S(=O)(=O)c2cnc[nH]2)C1 (stereo not drawn)	5%
CC1Cc2nc(SCC(=O)Nc3ccc4c(c3)OCCO4)n(C)c(=O)c2S1 (stereo not drawn)	-4%
COC(=O)CSc1nnc(-c2ccc(OC)cc2OC)o1	-2%
Cc1cccc(OC(C)C(=O)N(Cc2cccs2)C2CCS(=O)(=O)C2)c1C (stereo not drawn)	-7%
O=C(CCC(=O)N1CCN(S(=O)(=O)c2ccccc2)CC1)c1cccs1	-4%
O=C(c1ccco1)N1CCN(C(c2ccc(F)cc2)c2nnnn2CC2CCCO2)CC1 (stereo not drawn)	12%
COc1ccc(Nc2nc(C(=O)NCCCN3CCOCC3)cs2)cc1	-2%
CCc1nnc(NC(=O)C2CCN(C(=O)NC3CCCCC3)CC2)s1	8%
Nc1nc(-c2ccc3c(c2)CCCC3)cs1	27%
O=C(NC1CCCCC1)c1cccnc1C(=O)O	-5%
COc1ccc(S(=O)(=O)N(CC(=O)N2CCOCC2)c2cc(Cl)ccc2OC)cc1OC	0%
COc1ccccc1N1CCN(C(=O)CCCn2c(=O)[nH]c3ccsc3c2=O)CC1	11%
O=C(NCc1cccnc1)c1ccc(CS(=O)(=O)c2ccc(Br)cc2)o1	11%
C=CCNC(=O)COc1ccc(Br)cc1Cl	-5%
Cc1ccccc1C1=NC(c2ccc(F)cc2F)ON1 (stereo not drawn)	1%
O=C(c1cc2ccccc2oc1=O)N(Cc1ccco1)CC1CCCO1 (stereo not drawn)	11%
COc1cccc(C(=O)Nc2ccc(-c3nc4ccccc4o3)c(O)c2)c1	3%
O=C(CSCc1ccc(Cl)cc1)NCC1CCCO1 (stereo not drawn)	-3%
Nc1ccc(-c2nnc(-c3ccc(-c4ccccc4)cc3)o2)cc1	17%
Cn1c(=O)cc(OCCCC(=O)NC2CCCC2)c2ccccc21	-5%
COc1ccc(OC)c(C(=O)COC(=O)C2CC3CCCC(C2)C3=O)c1 (stereo not drawn)	-2%
Cc1ccccc1S(=O)(=O)Cc1ccc(C(=O)N2CCN(C3CCCCC3)CC2)o1	5%
Cc1cc(C)c2c(=O)n(CC(=O)NCCCN3CCOCC3)sc2n1	8%

Screens (PubChem)
